SRC3 inh: human NCOA3 inhibition | HEK293 GAL4-SRC3 luciferase reporter, luminescence | 360,000 compounds, 0.17% hits | inhibition, % at 3.6 µM;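 active = inhibition above a per-campaign cutoff, the mean of all compounds plus 3 SD, cut at about 60% in these data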;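 note: 0% = DMSO-treated cells and 100% = gossypol-treated cells at 36 µM; higher means less SRC3-driven luciferase light from the GAL4 reporter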
NOD2-RIPK2 inh: inhibitors of human NOD2-RIPK2 interaction; O43353; CHO BLA complementation NOD2-RIPK2, CCF4 ratio; inhibition, % at 4.98 µM; 360,000 compounds, 0.38% hits; in the data active = inhibition above about 21%;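 note: 0% = vehicle only and 100% = reference blocker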
EBV LMP1 NFkB: Epstein-Barr LMP1 NF-kappaB reporter inhibition; LMP1-induced NF-kappaB luciferase reporter cells, luminescence; inhibition, % at 12.5 µM; 350,000 compounds, 0.69% hits; AID 504558; in the data active = inhibition above about 41%;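 note: 0% = neutral control wells and 100% = reference inhibitor control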
LRH-1 inv ag: suppresses constitutive activity of human LRH-1; O00482; 360,000 compounds, 0.13% hits; inhibition, % at 3.6 µM; HEK293T StAR-luciferase reporter, LRH-1 transfected, 24 h;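 active = inhibition above the mean inhibition of all tested compounds plus 3 SD, cut at about 73% in these data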;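 note: 0% = DMSO wells and 100% = reporter-only cells lacking LRH-1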
MC4R antagonist: antagonists of human melanocortin 4 receptor (MC4R). P32245. MC4R-expressing cells, MTII-stimulated cAMP, LANCE TR-FRET. inhibition, % at 6.5 µM. 360,000 compounds, 0.48% hits;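 active = inhibition above its plate's cutoff, the mean of tested wells on that plate plus 3 SD, cut at about 29% in these data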;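 note: 0% = Melanotan II alone and 100% = Melanotan II plus saturating MCL0020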
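Assay system: U2OS cells stably expressing human melanocortin 4 receptor (MC4R) / Dosing: 6.5 µM / Timing: compound 30 min, challenge 1 h, detection 1 h / Measured by: Eu-cAMP/anti-cAMP TR-FRET, emission 671 nm / Replicates: singlicate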
MC4R barr agon: activates human MC4R beta-arrestin recruitment | P32245 | U2OS MC4R beta-arrestin complementation, luminescence; percent of melanotan II response, DMSO zero | activation, % at 8.9 µM | 360,000 compounds, 0.98% hits | AID 540308;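 active = activation above a per-plate cutoff, the mean activation of sample wells on that plate plus 3 SD, cut at about 8% in these data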
TLR9-MyD88 block: TLR9-MyD88 interaction inhibition; AID 504734; CHO BLA complementation TLR9-MyD88, CCF4 FRET ratio; Q9NR96+Q99836; 340,000 compounds, 0.21% hits; inhibition, % at 4.98 µM;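 active = inhibition above the mean over all tested compounds plus 3 SD, cut at about 21% in these data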;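 note: 0% = DMSO only wells and 100% = clavulanate BLA inhibitor control wells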
ABHD5-PLIN5 inh: ABHD5-PLIN5 protein interaction inhibition | 360,000 compounds, 0.78% hits | Split G. princeps luciferase complementation, luminescence, 4 h | Q00G26+Q8WTS1 | inhibition, % at 4 µM | AID 602281;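 active = inhibition above the mean inhibition across every tested compound plus 3 SD, cut at about 22% in these data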;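 note: 0% = DMSO only wells and the 100% control is not disclosed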
NR2F2 inh: inhibitors of human COUP-TFII (NR2F2). P24468. HEK293T NGFI-A luciferase reporter, luminescence. inhibition, % at 8.6 µM. 370,000 compounds, 0.7% hits;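 active = inhibition above a per-plate cutoff, mean inhibition of test wells between control levels plus 3 SD, cut at about 38% in these data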;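 note: cells cotransfected with COUP-TFII expression vector driving the NGFI-A reporter; 0% = median of COUP-TF2 test wells and 100% = reporter-only cells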
NCOA1 inh: inhibitors of human steroid receptor coactivator 1 (SRC1) | Q15788 | HEK293 GAL4-SRC1 luciferase reporter, luminescence | inhibition, % at 3.6 µM | 360,000 compounds, 0.12% hits | AID 588354;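 active = inhibition above the campaign mean plus 3 SD, with each screening campaign given its own cutoff, cut at about 60% in these data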;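 note: 0% = DMSO treated cells and 100% = gossypol at 36 µM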
SRC2 inh: human SRC2 (NCOA2) inhibition | Q15596 | HEK293 GAL4-SRC2 luciferase reporter, luminescence | inhibition, % at 9 µM | 370,000 compounds, 0.17% hits | AID 651957;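 active = inhibition above the mean inhibition of all tested compounds plus 3 SD, set per campaign, cut at about 52% in these data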;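 note: 0% = DMSO treated cells and 100% = cells given Gossypol at 36 µM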
Target sequence (Q15596 whole entry, looked up, the tested form may be a part): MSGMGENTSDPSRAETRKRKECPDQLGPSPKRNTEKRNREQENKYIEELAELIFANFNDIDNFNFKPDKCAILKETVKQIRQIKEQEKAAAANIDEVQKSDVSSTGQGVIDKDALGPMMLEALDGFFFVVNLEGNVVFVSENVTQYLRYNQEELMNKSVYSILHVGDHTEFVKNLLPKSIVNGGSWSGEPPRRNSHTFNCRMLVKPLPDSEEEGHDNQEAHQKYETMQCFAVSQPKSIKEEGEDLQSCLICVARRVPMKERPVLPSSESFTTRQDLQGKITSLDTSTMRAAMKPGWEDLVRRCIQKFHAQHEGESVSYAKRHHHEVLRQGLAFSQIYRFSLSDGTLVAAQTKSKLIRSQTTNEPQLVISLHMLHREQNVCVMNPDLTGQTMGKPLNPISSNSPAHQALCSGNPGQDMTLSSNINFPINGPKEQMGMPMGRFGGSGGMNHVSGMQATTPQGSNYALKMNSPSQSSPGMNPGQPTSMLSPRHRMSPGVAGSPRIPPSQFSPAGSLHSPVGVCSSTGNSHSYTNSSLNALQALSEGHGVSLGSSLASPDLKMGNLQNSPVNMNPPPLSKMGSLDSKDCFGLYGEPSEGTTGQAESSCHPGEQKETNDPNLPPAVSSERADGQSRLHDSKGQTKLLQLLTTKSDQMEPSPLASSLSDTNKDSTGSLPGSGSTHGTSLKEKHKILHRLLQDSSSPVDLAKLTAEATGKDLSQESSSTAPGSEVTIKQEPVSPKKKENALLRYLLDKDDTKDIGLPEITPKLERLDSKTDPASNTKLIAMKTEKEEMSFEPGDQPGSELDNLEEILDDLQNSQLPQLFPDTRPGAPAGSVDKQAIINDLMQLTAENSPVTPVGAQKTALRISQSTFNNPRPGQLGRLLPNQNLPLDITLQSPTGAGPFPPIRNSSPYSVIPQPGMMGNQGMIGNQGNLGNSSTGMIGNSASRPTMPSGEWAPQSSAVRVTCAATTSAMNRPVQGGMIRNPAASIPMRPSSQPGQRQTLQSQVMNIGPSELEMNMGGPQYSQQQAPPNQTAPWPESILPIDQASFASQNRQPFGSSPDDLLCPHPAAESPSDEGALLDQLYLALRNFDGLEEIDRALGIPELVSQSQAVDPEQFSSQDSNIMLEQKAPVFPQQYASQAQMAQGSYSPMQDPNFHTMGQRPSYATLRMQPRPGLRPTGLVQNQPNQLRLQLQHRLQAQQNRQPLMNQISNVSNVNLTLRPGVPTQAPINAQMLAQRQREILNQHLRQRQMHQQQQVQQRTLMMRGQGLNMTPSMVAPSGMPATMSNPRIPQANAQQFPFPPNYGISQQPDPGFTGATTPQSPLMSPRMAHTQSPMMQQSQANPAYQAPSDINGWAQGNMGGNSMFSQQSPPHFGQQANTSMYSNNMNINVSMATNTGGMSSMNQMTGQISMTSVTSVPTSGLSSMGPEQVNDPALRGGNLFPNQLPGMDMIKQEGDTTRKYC
An asterisk follows results filed as active; . = not tested or not shown. The list is partial (hit frequency here may not be typical).

cpd | SMILES | SRC3 inh | NOD2-RIPK2 inh | EBV LMP1 NFkB | LRH-1 inv ag | MC4R antagonist | MC4R barr agon | TLR9-MyD88 block | ABHD5-PLIN5 inh | NR2F2 inh | NCOA1 inh | SRC2 inh
1 | [O-]/C(=C(\C(=S)NCc1ccccc1)[n+]1ccccc1)c1ccc(Cl)s1 | 17 | -8 | -8 | 20 | 0 | -1.7 | 4 | -4 | -6 | 7 | 12
2 | Cc1ccc2c(COC(=O)C3=COCCO3)cc(=O)oc2c1 | -96 | 3 | 27 | -39 | 9 | -0.1 | 0 | -10 | -36 | -110 | -41
3 | COC(=O)C1CCN(Cc2ccc(C)cc2)CC1 | 14 | -10 | 12 | 17 | -8 | 0.5 | 12 | 10 | -1 | 7 | -9
4 | COc1ccc(-n2c(Cc3cccn3C)nnc2SCC(=O)Nc2ccccc2OC)cc1 | -19 | 1 | 0 | -10 | 5 | -2.3 | -9 | 6 | 20 | -6 | 21
5 | CCc1cc(C(=O)OC)c(NC(=O)CC2SC(=NC)N(C)C2=O)s1 (configuration not stated) | 9 | 4 | 3 | 11 | 24 | -2.5 | -10 | 1 | 8 | -30 | -6
6 | CN(C)S(=O)(=O)c1cc(C(=O)NCc2ccccc2)c(Cl)cc1Cl | 13 | -7 | 6 | -5 | 12 | -1.9 | 4 | -1 | -17 | 17 | 16
7 | O=C(NCCC1CCCCN1S(=O)(=O)c1cccs1)C(=O)Nc1ccc(F)cc1 (configuration not stated) | -6 | -10 | -22 | -1 | -7 | -4.2 | -4 | -2 | 3 | 3 | -14
8 | O=C(Cc1ccc(Cl)cc1)NCCc1cnc[nH]1 | 16 | -6 | -3 | 3 | 28 | 1.1 | -8 | 5 | 2 | -9 | 35
9 | COc1ccc(CC(=O)OCN2C(=O)c3ccccc3C2=O)cc1 | -11 | -44 | 3 | 5 | 17 | 0.1 | -5 | 9 | 6 | -16 | -28
10 | Clc1cccc(OCCN2CCNCC2)c1 | -9 | 3 | -9 | -6 | 7 | -1.1 | 2 | 2 | 13 | 12 | 20
11 | O=C(NCCN1CCOCC1)c1ccc2ccccc2n1 | 5 | -7 | -5 | -11 | 1 | -0.9 | -1 | 3 | . | 4 | .
12 | CC(C)N1C(=O)c2ccc(C(=O)O)cc2C1=O | 11 | -8 | 10 | 3 | 5 | 0.9 | 1 | 1 | -10 | -18 | -14
13 | O=C(O)Cn1nnnc1-c1ccc(F)cc1 | 3 | -10 | 3 | -6 | 1 | -1.6 | -8 | 0 | . | -3 | .
14 | CCCCNC(=O)CCNC(=O)c1ccc(C(C)(C)C)cc1 | 18 | 2 | 5 | -6 | 9 | -0.7 | 4 | -1 | 4 | -3 | 3
15 | COC(=O)/C=C1\OCc2cc(OC)c(OCc3ccccc3)cc21 | . | -5 | . | 34 | . | . | . | 8 | 3 | . | 11
16 | CCO/C=C1/C(=O)N(C(C)=O)c2ccccc21 | -5 | 3 | -5 | 3 | 8 | 1.0 | 1 | -5 | -6 | -11 | -17
17 | COCC(=O)Nc1cc(OC)ccc1OC | 21 | 3 | 3 | -3 | 8 | 0.4 | 1 | -3 | -12 | -16 | 7
18 | CC(C)(C)c1ccc(C(=O)NC(=S)N2CCCC2)cc1 | -6 | -2 | -7 | 0 | 2 | 0.4 | 6 | 0 | -13 | -20 | -17
19 | Cc1cc(C=O)c(C)n1-c1ccc(N2CCCC2)c([N+](=O)[O-])c1 | 3 | 0 | 9 | 3 | -1 | -0.6 | -1 | 1 | -9 | 11 | -7
20 | CC1(C)C(=O)Nc2ccccc2N1C(=O)COC(=O)Cn1cnc2ccccc2c1=O | -24 | 1 | 1 | -3 | 13 | -0.6 | -5 | 4 | -8 | -17 | 1
21 | O=C(O)/C(=C\c1ccc(F)cc1)c1ccc(-c2ccccc2)cc1 | -22 | -4 | -2 | 3 | 3 | 0.8 | 5 | 5 | 26 | -26 | -8
22 | Cc1c(C(=O)N(C)C2CCCCC2)sc2ncnc(N3CCN(c4ccccc4)CC3)c12 | -58 | -6 | -1 | -11 | 11 | 1.6 | -4 | -2 | -3 | 11 | 3
23 | CCOC(=O)Cc1csc(NC(=S)NC(=O)c2ccc(C)cc2)n1 | -31 | 4 | -3 | -46 | 19 | -0.7 | -8 | 0 | 0 | -8 | 3
24 | CNc1ncc(Cc2ccccc2)s1 | 19 | -7 | -5 | 26 | 12 | -0.8 | 0 | 0 | -7 | 8 | 3
25 | COc1ccc(OC)c(/C=N/NC(=O)c2nnn(-c3nonc3N)c2-c2cccs2)c1 | 0 | 2 | -3 | 19 | 0 | -3.4 | -10 | -9 | -2 | 0 | 4
26 | COC(=O)[C@@]1(C)[C@H]2C(=O)N(Cc3ccccc3)C(=O)[C@H]2[C@H]2CN=C(SCC(=O)c3ccccc3)N21 | -7 | 2 | -1 | 15 | -3 | -1.9 | 4 | -27 | 11 | 2 | -34
27 | COc1ccc(C(=O)NCCN2CCCC2)cc1OC | -4 | -6 | 4 | 9 | 7 | -0.2 | 8 | 10 | -2 | -4 | -6
28 | COC(=O)C(Cc1ccc(O)cc1)NC(=O)c1ccc2c(c1)OCCO2 (configuration not stated) | -55 | -6 | -8 | -6 | 22 | -0.3 | -6 | 4 | -47 | -3 | -54
29 | COc1cc(OC)c(NS(=O)(=O)c2cccc(C(=O)OCC(=O)NCC3CCCO3)c2)cc1Cl (configuration not stated) | 12 | -9 | 3 | -1 | -4 | -0.2 | 0 | 1 | 3 | -15 | 14
30 | CC(OC(=O)COc1cccc2c1OC(C)(C)C2)C(=O)Nc1ccc(S(N)(=O)=O)cc1 (configuration not stated) | -9 | 9 | 5 | 13 | 12 | 1.4 | 4 | 11 | 9 | -4 | 11
31 | O=C(NNc1ncnc2ccccc12)c1cccc(Cl)c1 | -97 | -1 | -10 | -111 | 0 | -1.2 | -7 | -3 | -33 | -126 | -48
32 | Cc1ccc(C2=NN(C(=O)CCC(=O)O)C(c3cn(-c4ccccc4)nc3-c3ccc(C)cc3)C2)cc1 (configuration not stated) | 7 | -5 | -3 | -1 | 1 | -0.7 | -2 | -1 | -1 | -2 | 7
33 | CCOc1ccc(OCc2ccc(C(=O)NCc3ccncc3)o2)cc1 | -6 | -9 | -1 | 24 | 6 | -3.4 | -11 | 4 | 7 | -36 | -11
34 | CCOC(=O)C1CCN(C(=O)COC(=O)c2cccc(NS(=O)(=O)c3ccccc3)c2)CC1 | 5 | -2 | 1 | 9 | 8 | -3.6 | 14 | 6 | 3 | 2 | 10
35 | Cc1cc(C)cc(NC(=O)C2CCCN(c3ncccn3)C2)c1 (configuration not stated) | 4 | -6 | -4 | -3 | -2 | -1.6 | 8 | -2 | -5 | -4 | 10
36 | Cn1c(SCC(=O)Nc2ccc3nc(SCC(=O)N4CCCC4)sc3c2)nnc1-c1ccc(N)cc1 | 14 | -2 | -4 | 49 | 2 | 1.5 | 6 | 8 | . | -4 | .
37 | Cc1nn(-c2ccccc2)c(C)c1/C=N/N1CCN(c2ccccn2)CC1 | 6 | 2 | 8 | -27 | -1 | -3.3 | -5 | -6 | 12 | 6 | 10
38 | CCN(CC)CCN(C(=O)CCOc1ccccc1)c1nc2c(F)cc(F)cc2s1 | 8 | 1 | -6 | -13 | 24 | -1.2 | -5 | -1 | -2 | 1 | 7
39 | CCOC(=O)c1c(NC(=O)CSc2nnc(-c3ccc(Cl)cc3)o2)sc2c1CCC2 | 7 | -5 | -1 | -2 | 17 | -1.6 | -5 | 1 | -3 | -12 | -9
40 | COc1ccc(NC(=O)Nc2sc(NS(=O)(=O)c3ccccc3)nc2C)cc1 | 3 | -20 | 4 | 17 | 7 | 2.0 | -4 | -1 | 3 | 13 | 15
41 | Cc1ccc2oc(=O)c(/C=C(\O)c3ccco3)nc2c1 | 7 | -13 | -2 | -15 | 10 | -1.9 | 3 | -5 | -20 | -18 | -30
42 | Cc1ccc(C(=O)N2CC(=O)Nc3ccc(F)cc3C2c2ccccc2)cc1 (configuration not stated) | 4 | -10 | -5 | 6 | 5 | 0.8 | -7 | 1 | 14 | 4 | -12
43 | Cc1ccc(C)c(CSCC(=O)NCc2cccs2)c1 | 16 | 0 | -5 | -19 | 1 | -0.4 | -5 | -2 | -16 | 1 | -42
44 | CCc1cccc2c(C(=O)CN3C(=O)NC4(CCCCCC4)C3=O)c[nH]c12 | -1 | 9 | -136 | -5 | 6 | -0.2 | -3 | -4 | -33 | -26 | -5
45 | COc1ccc(F)cc1C(=O)C1CCCN(Cc2c(C)n(C)n(-c3ccccc3)c2=O)C1 (configuration not stated) | -18 | -5 | 0 | 3 | -4 | -1.4 | 6 | 4 | 16 | -8 | 9
46 | O=C(O)CSC1c2ccccc2C(=O)N1Cc1ccccc1 (configuration not stated) | -2 | 0 | 2 | 10 | -2 | -0.9 | 2 | -2 | 8 | 2 | -5
47 | CC(=O)ON1C(C)(C)CC(OC(=O)c2ccccc2)CC1(C)C | 5 | -9 | -2 | -2 | 11 | -0.8 | 5 | 2 | 25 | 3 | 17
48 | COc1ccc(C(=O)NCC(=O)OCc2cccc(Br)c2)cc1 | 11 | 2 | 7 | 1 | 4 | -0.4 | 3 | -2 | -14 | 18 | 3
49 | O=C(CN(C(=O)c1csnn1)c1cccc2ccccc12)NCc1ccc(F)cc1 | -46 | -2 | -13 | -4 | 13 | -2.5 | 4 | 6 | 22 | -8 | 0
50 | Cc1cc(C(=O)CSC(C)c2nc3ccccc3c(=O)[nH]2)c(C)n1C (configuration not stated) | 13 | -5 | -1 | 11 | 1 | 0.3 | 7 | -15 | -1 | -13 | -19

Other records:
cpd | SMILES | SRC3 inh | NOD2-RIPK2 inh | EBV LMP1 NFkB | LRH-1 inv ag | MC4R antagonist | MC4R barr agon | TLR9-MyD88 block | ABHD5-PLIN5 inh | NR2F2 inh | NCOA1 inh | SRC2 inh
51 | O=C(Nc1ccccc1C(=O)N1CCN(Cc2ccccc2)CC1)c1ccc(F)cc1 | 3 | 4 | -2 | 23 | 0 | -1.4 | -9 | -2 | -4 | -18 | -2
52 | Cc1ccc(-n2nc3c(c2NC(=O)c2ccc(S(=O)(=O)N4CCOCC4)cc2)CSC3)c(C)c1 | 17 | -7 | 1 | -2 | 32* | 1.1 | 2 | 10 | . | -28 | .
53 | O=C(c1sc2cc([N+](=O)[O-])ccc2c1Cl)N1CCCCC1 | -8 | -5 | 2 | -14 | -3 | -2.1 | -3 | -3 | -8 | -12 | -8
54 | COCc1nnc(NC(=O)C2CC(=O)N(c3ccc(C)c(Cl)c3)C2)s1 (configuration not stated) | -4 | -8 | -5 | -3 | 5 | 0.4 | 5 | 3 | -6 | -22 | 15
55 | ON(Cc1c(F)cccc1Cl)Cc1c(F)cccc1Cl | 18 | -7 | -5 | 7 | 4 | -1.1 | 6 | 3 | 20 | 5 | 20
56 | O=C(COC(=O)C1CCCCC1)Nc1ccc(S(=O)(=O)N2CCOCC2)cc1 | -10 | -5 | 6 | -2 | 5 | 0.6 | 2 | -2 | 4 | -23 | -1
